# NTR1 agonist: agonists of NTR1, primary screen, imaging, U2OS cells, beta-arrestin-GFP, high content (AID 493036); 330,000 tested, 0.17% active; NTR1-U2OS beta-arrestin-GFP spot imaging, agonist mode; activation, % at 20 µM; P30989;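 active = activation at or above 40% of the spot to cytoplasm intensity ratio, with at least 20 cells analyzed; inconclusive = wells under 20 cells, flagged as cytotoxic or low count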;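 also: 0% = DMSO without peptide and 100% = 100 nM NTR1 peptide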
# Target sequence (P30989 whole entry, looked up): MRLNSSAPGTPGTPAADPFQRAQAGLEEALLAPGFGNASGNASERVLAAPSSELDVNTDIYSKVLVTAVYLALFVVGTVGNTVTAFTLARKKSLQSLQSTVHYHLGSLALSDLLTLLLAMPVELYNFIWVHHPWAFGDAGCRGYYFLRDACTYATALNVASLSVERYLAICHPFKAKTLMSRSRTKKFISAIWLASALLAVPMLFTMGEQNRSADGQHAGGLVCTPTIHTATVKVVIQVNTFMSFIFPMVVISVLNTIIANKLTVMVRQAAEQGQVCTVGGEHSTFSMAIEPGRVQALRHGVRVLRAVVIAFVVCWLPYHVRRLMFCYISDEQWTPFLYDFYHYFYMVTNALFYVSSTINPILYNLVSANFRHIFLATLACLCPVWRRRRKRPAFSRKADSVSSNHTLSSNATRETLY
# Hep lipid drop: hepatic lipid droplet formation modulation; AML12 mouse hepatocytes, oleate lipid droplets, BODIPY imaging; inhibition, % at 6.5 µM; 240,000 tested, 0.4% active; AID 1656;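 active = lipid droplet intensity inhibited by at least 50%, with more than 500 cells counted; inconclusive = wells with under 300 cells, treated as cytotoxic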
#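 Assay system: AML12 hepatocytes (mouse); Probe or stimulus: oleic acid at 100 µM to induce lipid droplet formation; Dosing: compound at 6.5 µM only; Schedule: compound with oleate, overnight; Detection: fluorescence imaging, 20x objective, two fields per well; Measure: % inhibition of lipid droplet signal.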
# GPR55 LPI antagonism: GPR55 antagonists blocking LPI-driven arrestin recruitment, primary screen, imaging, U2OS, beta-arrestin-GFP, LPI agonist (AID 2013). 290,000 tested, 0.13% active. U2OS GPR55 beta-arrestin-GFP translocation imaging, LPI antagonism; higher % means a stronger effect. one-dose inhibition, % at 10 µM; IC50 in µM for titrated hits;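 active = spots per cell inhibited over 60%, with over 100 cells counted and total cytoplasm intensity under 500,000; inconclusive = wells with under 100 cells, flagged as likely toxic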;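 also: U2OS cells stably carrying GPR55 and arrestin-GFP stimulated by 5 µM LPI near EC80; imaged beta-arrestin-GFP aggregate spots per cell after agonist stimulation; plate controls were LPI-stimulated DMSO wells for no effect and DMSO wells without LPI for full effect; some results filed as inactive read as strong as hits; confirmed hits need IC50 under 10 µM and bright autofluorescent wells are also inconclusive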
# T cell modulator: T cell immune modulators affecting CD8 T cell-vesicle binding; 2C CD8+ T cell-vesicle binding, flow cytometry; active compounds read low; calls only at 7 µM; 330,000 tested, 0.068% active; AID 2052;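 active = response, share of CD8 T cells binding vesicles, and their 90th percentile fluorescence all below set limits, cut at about 80% in these data, passing the limit was not always enough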
#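 Also added: QL9-peptide-loaded Drosophila micro-vesicles bearing Ld, ICAM-1 and B7-1; Test system: purified 2C TCR transgenic mouse naive CD8+ T cells; Measured by: cytometric PE anti-B7-1 and Alexa647 anti-CD8 signals after 1% paraformaldehyde fixation; Timing: binding step 1.5 h, 37 °C, antibody labelling 20 min, ice.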
# GPR55 beta-arrestin: selective activators of receptor GPR55 – imaging, U2OS cells, beta-arrestin-GFP redistribution, primary screen (AID 1961). activation, % at 10 µM; hits with a dose series show EC50 in µM. 290,000 tested, 0.048% active. U2OS GPR55 beta-arrestin-GFP redistribution imaging; higher % means a stronger effect;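 active = activation above 40% with more than 50 cells counted in the well; inconclusive = wells holding fewer than 50 cells, flagged as toxic or sparse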;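 also: U2OS osteosarcoma cells stably expressing GPR55 and beta-arrestin-GFP; plate controls were DMSO negative control for no effect and LPI positive control for full effect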
# Rac1 GTP hydrolysis: MgcRacGAP GTPase-activating activity inhibitors, confirmation, biochemical, ADP Hunter fluorescence | MgcRacGAP-stimulated Rac1 GTP hydrolysis, ADP Hunter fluorescence; higher % means a stronger effect; GST-tagged Rac1 F28L mutant substrate | inhibition, % at 30 µM; hits with a dose series show IC50 in µM | 340,000 tested, 0.6% active | AID 624330;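 active = first-screen hits whose inhibition reached a set limit at any dose in the follow-up dose series; inconclusive = inhibition above the set first-screen limit but never retested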;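 also: fluorescence reports GDP produced by GAP-driven GTP hydrolysis; strong numbers were not always called active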
# GPR35 arrestin U2OS: GPR35 antagonists blocking zaprinast-driven arrestin recruitment, primary screen, imaging, U2OS, beta-arrestin-GFP, zaprinast agonist (AID 2058); U2OS GPR35 beta-arrestin-GFP translocation imaging, zaprinast antagonism; higher % means a stronger effect; inhibition, % at 10 µM; hits with a dose series show IC50 in µM; 290,000 tested, 0.052% active;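 active = inhibition of at least 50% with at least 30 cells and total cytoplasm GFP at most 10,000,000; inconclusive = under 30 cells or total GFP of 10,000,000 plus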
# LYP phosphatase: inhibitors of LYP phosphatase, biochemical, fluorescence intensity, uHTS (AID 1779); recombinant LYP phosphatase, fluorescence intensity; higher % means a stronger effect; inhibition, % at 11.5 µM, or IC50 in µM where a hit was titrated; 290,000 tested, 0.054% active; in the data active = inhibition above about 50%;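 also: plate controls were vehicle with enzyme for no effect and no enzyme for full effect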
# SV40 large T antigen: TAg ATPase/helicase activity blockers – biochemical (AID 1903). SV40 large T antigen ATPase/helicase inhibition assay; higher % means a stronger effect. inhibition, % at 20 µM; hits with a dose series show IC50 in µM. 310,000 tested, 0.39% active; in the data active = a potency from the dose series; inconclusive = inhibition mostly from about 32% at the one dose, without a potency; inactive = the rest, 99 in 100 with inhibition below about 32%; also: strong numbers were not always called active
# Hep lipid drop cells 6.5 µM: also measured in Hep lipid drop; calls as there; cell count; measured here: cell count, cytotoxicity flag;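 cells counted across two imaged fields per well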
# T cell modulator vesicle-bound %: second read-out of T cell modulator, no call of its own (marks repeat the call); double positive events, %; measured here: CD8+ vesicle-bound cell fraction;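 binding gate set so that unloaded-vesicle control wells show 10% double positive cells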
# NTR1 agonist cell count 20 µM: further read-out of NTR1 agonist, marked with its call; cell count; measured here: cell count, cytotoxicity flag
# Active calls of the source: *; i = inactive; u = inconclusive; x = not tested or not shown; & = joins results of further samples.
SMILES,NTR1 agonist,NTR1 agonist cell count 20 µM,Hep lipid drop,Hep lipid drop cells 6.5 µM,GPR55 LPI antagonism,T cell modulator,T cell modulator vesicle-bound %,GPR55 beta-arrestin,Rac1 GTP hydrolysis,GPR35 arrestin U2OS,LYP phosphatase,SV40 large T antigen
Cc1cccc(OCc2nc3ccccc3n2C)c1,-2.0,49,12,878,1%,i,43,0.0%,3%,-1%,-14%,3%
Cc1c(C=O)c2ccccc2n1CC(=O)NCc1ccc2c(c1)OCO2,-1.4,76,-16,722,11%,i,58,-0.1%,9%,4%,-3%,2%
CNC(=O)c1ccsc1NC(=O)CCS(=O)(=O)c1ccc(Cl)cc1,2.5,57,x,x,x,i,43,x,2%,x,x,22%
Cc1cc(C)nc(Nc2ccc(F)cc2)n1,-0.1,64,-3,875,8%,i,48,-0.1%,10%,11%,-6%,-4%
CC(=O)c1c(N2CCCC2)nc(=S)n(-c2ccccc2)c1C,-0.5,52,5,836,10%,i,25,0.0%,6%,-8%,-1%,2%
O=C(O)CSc1cccc2cccnc12,4.5&-0.4,56&44,1,726,-4%&8%,i,7&0,-0.2%&-0.2%,-1%&8%,-6%&8%,-8%&-5%,5%&5%
Cc1ccc(-n2c3nc(=O)[nH]c(=O)c-3cc3cc([N+](=O)[O-])ccc32)cc1,6.1,48,0,645,12%,i,52,-0.1%,10%,-11%,0%,27%
O=C(CSCc1ccc([N+](=O)[O-])cc1)NC1CC2CCC1C2 (stereo not given),0.4,58,-27,672,5%,i,36,0.4%,7%,23%,-1%,19%
CCOc1ccccc1NC(=O)CN(c1ccc(OC)cc1OC)S(=O)(=O)c1ccccc1[N+](=O)[O-],1.1,49,-1,624,-7%,i,25,-0.1%,6%,-11%,1%,2%
Cc1ccccc1N(C(=O)c1cccs1)c1nc2ccccc2s1,3.9,56,-27,759,1.5µM*,i,47,0.1%,2%,-8%,-4%,1%
COc1cccc(NC(=S)N(CCc2nc3cc(C)c(C)cc3[nH]2)Cc2cccnc2)c1,5.1,46,x,x,18%,i,47,-0.1%,7%,8%,-3%,6%
CCN(CC)S(=O)(=O)c1cc(NC(=O)COC(=O)Cn2cnc3ccccc32)ccc1C,3.9,81,1,701,-4%,i,12,0.1%,10%,4%,-3%,15%
CCS(=O)(=O)n1nc(C(=O)N2CCOCC2)nc1N,0.1,83,-11,726,4%,i,10,0.5%,7%,-15%,-1%,4%
O=C(OCc1cnc(Cl)s1)c1cccc(Cl)c1,0.5,51,x,x,-6%,i,14,-0.1%,6%,12%,-6%,3%
CCOC(=O)C1CCN(c2ccc(-c3cccs3)nn2)CC1,-0.1,92,-5,831,15%,i,49,-0.3%,10%,12%,-8%,8%
COc1cccc(C(=O)O/N=C(\N)c2ccc([N+](=O)[O-])cc2)c1,-1.4,59,x,x,11%,i,53,-0.1%,2%,-1%,-6%,5%
Cc1cccc(C)c1N=C1SC(CC(=O)Nc2c(C)cccc2C)C(=O)N1CCc1ccccn1 (stereo not given),4.5,49,x,x,13%,i,6,0.1%,4%,-6%,-3%,14%
COc1ccccc1N(CC(=O)N(CC(C)C)CC(C)C)S(=O)(=O)c1cccs1,0.7,38,-35,686,-6%,i,37,-0.4%,5%,-4%,-1%,4%
Cc1nnc(NC(=O)CN2C(=O)NC3(CCCC3)C2=O)s1,1.1,70,x,x,x,i,36,x,2%,x,x,3%
CCC/C(=N/NC(=O)c1csc(C)c1C)c1ccc(Cl)s1,4.1,56,-41,708,1%,i,18,0.0%,7%,-1%,-11%,12%
CN1CCN(C(=O)c2ccc3nc(-c4ccccc4)c(-c4ccccc4)nc3c2)CC1,0.8,35,-4,663,7%,i,13,-0.1%,9%,-16%,2%,-1%
CCCCOc1cccc(C(=O)NC(=S)Nc2ccc(Cl)c(C(=O)O)c2)c1,-0.8,43,8,660,4%,i,9,0.1%,7%,8%,0%,u
CC(=O)c1ccc(NC(=O)CN2CCC(C(=O)c3ccc(F)cc3)CC2)cc1,-1.4,57,4,740,3%,i,16,-0.4%,4%,1%,3%,26%
CCOC(=O)Cc1csc(NC(=S)NC(=O)c2ccc([N+](=O)[O-])cc2)n1,0.4,58,7,617,6%,i,30,0.1%,8%,0%,0%,23%
N#Cc1ccccc1NC(=O)CN(Cc1ccccc1)Cc1ccccc1,6.5,49,-10,721,17%,i,36,-0.1%,2%,4%,-7%,8%
S=C(NC1CCCC1)NN1CCOCC1,-1.7,85,18,667,28%,i,58,0.6%,10%,0%,-4%,17%
COc1ccc(-c2nn(-c3ccccc3)cc2C(=O)NCC(c2cccs2)N2CCOCC2)cc1 (stereo not given),1.3,53,x,x,x,i,56,x,4%,x,x,5%
CCC(C)NCCOc1ccc(Br)cc1 (stereo not given),-0.9,84,9,786,-5%,i,66,0.9%,3%,-2%,-2%,-2%
COc1ccc(C2Nc3ccccc3C(=O)N2c2ccc(F)cc2)cc1CSc1ccccn1 (stereo not given),19,103,-2,630,4%,i,40,0.6%,-3%,-1%,1%,10%
Cc1ccc(N(CC2CO2)S(=O)(=O)c2ccccc2[N+](=O)[O-])cc1 (stereo not given),-0.3,42,-1,810,1%,i,51,-0.1%,-2%,6%,-6%,2%
O=C(CP(=O)(c1ccccc1)c1ccccc1)N1CCCCC1,-0.3,35,-14,712,-16%,i,43,0.2%,12%,2%,-4%,-2%
CCCS(=O)(=O)c1c(S(=O)(=O)CCC)c2cnccn2c1C(=O)c1ccc(Cl)cc1,0.9,67,20,824,6%,i,21,0.3%,10%,8%,5%,-1%
COc1cc(/C=N/N=C(\N)c2nonc2N)cc(OC)c1OC,0.1,44,8,794,-6%,i,56,0.1%,x,-7%,1%,8%
Cc1ccc(NC(=O)CN(C)C(=O)Cn2nnc(-c3ccccc3)n2)cc1,0.0,74,x,x,x,i,40,x,12%,x,x,7%
CCSc1nc2cc(OC)c(OC)cc2c(=O)n1CCc1ccccc1,8.1,67,6,764,-16%,i,15,-0.2%,11%,13%,-3%,2%
Cc1noc(C)c1CSc1nc2sc(C)c(C)c2c(=O)n1-c1ccccc1,11,50,-12,730,15%,i,30,-0.1%,-12%,-6%,-7%,3%
O=C(CN1CCOC1=O)N1CCCC(Nc2ccc(F)c(F)c2)C1 (stereo not given),-0.3,58,2,696,17%,i,20,-0.2%,9%,-10%,-8%,16%
COc1ccccc1N1CCN(Cc2nc3ccccc3c(=O)n2CC(C)=O)CC1,-0.5,61,x,x,-5%,i,38,-0.1%,8%,-16%,2%,0%
CCCOc1ccc(N2C(=O)CC(N(CCc3ccccc3)C(=O)c3ccccc3)C2=O)cc1 (stereo not given),0.6,49,-5,625,22%,i,50,-0.1%,5%,12%,-1%,5%
CCc1ccc(S(=O)(=O)/N=C2\C=CC(=O)c3ccccc32)cc1,-1.4,61,1,713,-8%,i,29,1.2%,x,-13%,-1%,20%
O=C(O)Cc1sc(-c2ccccc2)nc1-c1ccccc1,-1.0,93,x,x,10%,i,40,0.2%,7%,2%,2%,17%
CC12CCC(=O)N1C(C(=O)Nc1ccc(Br)cc1Cl)CS2 (stereo not given),0.4,72,-15,797,4%,i,26,0.2%,6%,-2%,-8%,9%
COc1cc(CNc2ncn[nH]2)ccc1OCc1cccc(C)c1,0.6,44,6,722,1%,i,6,0.3%,9%,0%,-8%,0%
COc1ccc(-n2cnnc2SCC(=O)c2ccc(S(=O)(=O)N3CCOCC3)cc2)cc1,-1.4,84,x,x,6%,i,35,-0.1%,8%,6%,-6%,9%
CC(NC(=O)CCC(=O)N1CCCCCC1)c1ccccc1 (stereo not given),-1.1,53,-2,784,-3%,i,47,-0.2%,9%,6%,-9%,-1%
COc1ccc(CCN2C(=O)CC(Cc3ccc(Br)cc3)C2=O)cc1OC (stereo not given),0.4,49,-8,698,8%,i,45,-0.2%,-2%,14%,-6%,-6%
O=C(NCc1ccccc1Cl)C1CCN(S(=O)(=O)N2CCCCC2)CC1,0.8,58,x,x,23%,i,56,0.3%,7%,-4%,-6%,0%
O=C1C=C(N2CCN(C3=CC(=O)CCC3)CC2)CCC1,-2.1,82,7,751,10%,i,24,-0.1%,-6%,2%,-2%,19%
COc1ccccc1OC1=NS(=O)(=O)c2ccccc21,-1.2,48,x,x,-1%,i,51,-0.2%,8%,10%,2%,6%
Cc1ccc(OCCC(=O)OCC(=O)Nc2ccc(N3CCOCC3)cc2)cc1,0.6,86,x,x,x,i,50,x,5%,x,x,3%
CCN(CC(=O)NC1CCS(=O)(=O)C1)S(=O)(=O)c1ccc(F)cc1 (stereo not given),-0.5,36,-6,608,4%,i,43,0.7%,1%,13%,-5%,7%
O=C(Oc1cccc(Oc2ccccc2)c1)N1CCOCC1,-0.6,54,-9,675,-9%,i,32,0.5%,5%,25%,1%,12%
O=C(NC(=S)Nc1cc(C(F)(F)F)ccc1Cl)c1ccccc1,6.3,41,x,x,11%,i,47,0.3%,12%,4%,-1%,6%
Clc1ccc(-c2nc3ccccc3nc2-c2ccccc2)cc1,14,56,-21,608,12%,i,29,-0.1%,6%,5%,-2%,5%
Cc1cc(N2CCOCC2)nc2ccc(NC(=S)NCc3ccc4c(c3)OCO4)cc12,1.5,93,-2,677,0%,i,64,1.3%,11%,-3%,0%,29%
Cc1cc(C)c(NC(=O)C2CCCN2CCOC(=O)c2ccccc2)c(C)c1 (stereo not given),-0.1,91,-35,606,6%,i,52,0.5%,9%,-7%,0%,-2%
C(/CCc1ccccc1)=N\Nc1nc2ccccc2[nH]1,2.1,36,26,738,1%,i,47,0.0%,2%,-7%,-5%,17%
